RPL19A-GFP yeast – RPL19A-GFP expression modulators in yeast, primary screen, cell-based, S. cerevisiae, multiplex flow cytometry, MLPCN; S. cerevisiae RPL19A-GFP strain, 3 h; active compounds read low; percent response vs DMSO, % at 10 µM; 0.3% of 330,000 active; AID 2025, 2009;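 active means percent response vs DMSO below 50%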;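 further: median channel GFP fluorescence of the barcoded RPL19A-GFP strain; ratio of sample median GFP to plate DMSO average so 100% = DMSO; lower means less RPL19A-GFP as with rapamycin TOR inhibition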
LAP4-GFP MLPCN – modulators of LAP4-GFP expression in yeast, primary screen, S. cerevisiae, multiplex flow cytometry, MLPCN library | 0.34% of 320,000 active | AID 2023, 2009 | 3 h; median GFP as percent of DMSO wells | GFP response vs DMSO, % at 10 µM;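 active means GFP response vs DMSO above a set limit, about the screen mean plus 3 SD, cut at about 150% in these data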
GASC-1 inh – inhibitors of GASC-1 histone demethylase, primary screen, biochemical, fluorescence, DELFIA europium. GST-JMJD2C(1-420) H3K9me3 demethylation. inhibition, % at 2.35 µM. 0.069% of 330,000 active. AID 2099, 2009;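 active means more than half of a compound's replicate wells show inhibition beyond 50%, single wells judged on their own value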;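 further: signal counts dimethyl H3K9 product captured on neutravidin plate; 0% = median of DMSO wells and 100% = 0.3 times that DMSO median; strong numbers were not always called active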
procasp3 activ – activators of human procaspase-3 D3A mutant, primary screen, biochemical, absorbance, PC-3 D3A mutant, single concentration. Caspase-3 (Homo sapiens), P42574. recombinant procaspase-3 D3A, Ac-DEVD-pNA absorbance 405 nm. activation, % at 8.5 µM. 0.11% of 330,000 active. AID 463141, 2010;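 active means activation above the mean of all tested compounds plus 3 SD, cut at about 21% in these data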;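 further: 0% = DMSO alone and 100% = DMSO wells spiked with extra 5 µM PC-3 D3A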
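Test system: Procaspase-3 D3A mutant; medium: Zinc-free HEPES/NaCl buffer with 0.01% Triton X-100 at pH 7.4; reagent: DEVD-pNA substrate; doses: one concentration, 8.5 µM nominal, 0.8% DMSO; times: 1 h preincubation plus 2 h reaction at 25 °C; signal: Epi-absorbance at 405 nm of released p-nitroaniline, 0 and 120 min; replicates: singlicate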
proCasp7 act – procaspase-7 activators, primary screen, counter-screen for procaspase-3 activator project, biochemical, absorbance, HTS, human; Caspase-7 (Homo sapiens), P55210; recombinant procaspase-7, Ac-DEVD-pNA absorbance 405 nm; D23A/D198A/D206A triple mutant, cannot self-cleave; scale: DMSO 0, 5 µM enzyme 100; activation, % at 8.5 µM; 0.093% of 330,000 active; AID 463210, 2010;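 active means percent activation above the screen-wide mean plus 3 SD, cut at about 25% in these data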
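Detection: p-Nitroaniline absorbance at 405 nm, read at 0 and 120 min; system: Uncleavable procaspase-7 mutant enzyme; evaluation: % activation from two-timepoint absorbance difference, scaled to controls; times: 1 h enzyme–compound preincubation and 2 h substrate reaction, both 25 °C; buffer or medium: Zinc-free HEPES pH 7.4 with 300 mM NaCl, 0.01% Triton X-100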
MEP2 TOR yeast – modulators of MEP2-GFP levels in yeast, primary screen, S. cerevisiae, multiplex flow cytometry, MLPCN library; 0.51% of 330,000 active; AID 2016, 2009; S. cerevisiae MEP2-GFP strain, 3 h; 100% = DMSO control level; GFP response vs DMSO, % at 10 µM;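 active means GFP response versus DMSO above a set limit, roughly screen mean plus 3 SD, cut at about 180% in these data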;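 further: median GFP fluorescence of the barcode-gated MEP2-GFP cells per well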
Yeast superoxide – reduction of superoxide in aged yeast, primary screen, HTS; S. cerevisiae aged cells, superoxide DHE fluorescence; active compounds read low; superoxide response (% of plate mean), % at 10 µM; 0.18% of 330,000 active;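 active means superoxide response under a set limit, about three screen SD below normal, cut at about 65% in these data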;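 further: yeast aged for seven days with compound at 30 °C before DHE staining; 100% = average MFI of all compound-treated wells on the plate with controls excluded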
AHR act – AHR activators, primary screen, cell-based, luminescence, luciferase reporter, human; Aryl hydrocarbon receptor (Homo sapiens), P35869; AHR-responsive luciferase reporter cells; activation, % at 5 µM; 2.5% of 320,000 active; AID 2796, 2010; in the data active means activation above about 47%;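 further: 0% = vehicle wells and 100% = reference agonist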
Target sequence (P35869 whole entry, looked up): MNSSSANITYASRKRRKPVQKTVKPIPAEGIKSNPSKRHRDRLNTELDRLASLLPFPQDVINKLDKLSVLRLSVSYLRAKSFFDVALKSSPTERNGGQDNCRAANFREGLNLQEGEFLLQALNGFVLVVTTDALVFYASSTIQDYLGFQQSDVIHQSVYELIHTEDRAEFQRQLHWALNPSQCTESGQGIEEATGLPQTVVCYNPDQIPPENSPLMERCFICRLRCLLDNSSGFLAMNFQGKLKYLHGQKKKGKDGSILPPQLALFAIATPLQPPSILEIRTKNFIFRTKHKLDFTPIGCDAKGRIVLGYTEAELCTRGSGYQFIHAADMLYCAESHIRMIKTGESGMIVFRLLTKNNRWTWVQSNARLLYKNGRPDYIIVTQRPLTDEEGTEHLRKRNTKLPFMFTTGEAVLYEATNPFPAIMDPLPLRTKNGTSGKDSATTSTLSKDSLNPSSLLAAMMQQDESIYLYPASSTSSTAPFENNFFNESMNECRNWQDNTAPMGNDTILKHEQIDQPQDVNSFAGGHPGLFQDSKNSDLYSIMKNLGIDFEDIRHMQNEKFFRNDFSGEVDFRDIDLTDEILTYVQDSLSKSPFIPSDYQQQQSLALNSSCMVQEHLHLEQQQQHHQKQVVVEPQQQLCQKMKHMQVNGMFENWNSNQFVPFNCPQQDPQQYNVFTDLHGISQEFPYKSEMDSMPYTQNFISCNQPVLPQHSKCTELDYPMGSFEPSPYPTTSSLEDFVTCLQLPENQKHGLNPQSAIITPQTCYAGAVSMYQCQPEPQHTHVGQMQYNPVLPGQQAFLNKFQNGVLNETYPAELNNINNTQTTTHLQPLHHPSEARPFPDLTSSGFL
The depositor's hits bear a star; i = inactive; x = no result given.

A first look:
SMILES	RPL19A-GFP yeast	LAP4-GFP MLPCN	GASC-1 inh	procasp3 activ	proCasp7 act	MEP2 TOR yeast	Yeast superoxide	AHR act
CC(C)N(C(=S)Nc1cccnc1)c1ccccc1	97	107	6	1	3	94	96	2
CCN(CC)CC(=O)n1c2c(c3ccccc31)CCCC2	101	102	6	3	8	103	110	1
CC(C)OC(=O)/C(=C/c1ccco1)c1ccccc1	103	119	-6	-2	6	93	75	0
COCC(=O)Nc1nnc(SCC(=O)N2C(C)CCCC2C)s1 (stereo unspecified)	99	97	-1	-4	-6	101	103	-1
O=C(O)c1ccc2c(c1)C(=O)N(c1ccc([N+](=O)[O-])cn1)C2=O	99	95	19	2	1	110	113	2
Cc1nn(-c2ccc(Cl)cc2)c(N)c1C(O)(CSc1nccn1C)C(F)(F)F (stereo unspecified)	100	97	8	2	2	101	93	48*
Nc1c(C(=O)C2CC2)sc2nc3c(cc12)CCC3	93	120	-13	-25	-23	100	106	12
O=C(COC(=O)Cn1cnc2ccccc2c1=O)Nc1ccccc1Sc1ccc(Cl)cc1	98	107	-1	-9	7	108	95	3
CCCCn1c(N)c(N(CC)C(=O)c2cnc(C)cn2)c(=O)[nH]c1=O	95	93	2	5	9	93	86	-2
CCCN(CCC)CCCNC(=O)c1cc2cc3ccc(OC)cc3nc2o1	104	94	126	4	-4	105	98	11
COC(=O)c1ccc(-n2c(C)cc(/C=N/n3cnnc3)c2C)cc1	101	97	3	4	-2	98	90	1
CCCC/C(O)=C1\C(=O)CCCC1=NCCc1c(C)[nH]c2ccc(OC)cc12	97	100	2	4	1	108	90	8
Cc1ccc(-c2cc(C(=O)Nc3ccc(S(=O)(=O)Nc4nc(C)cc(C)n4)cc3)c3ccccc3n2)cc1	99	102	-4	-6	-2	111	95	-2

The whole of this part, from the first entry:
SMILES	RPL19A-GFP yeast	LAP4-GFP MLPCN	GASC-1 inh	procasp3 activ	proCasp7 act	MEP2 TOR yeast	Yeast superoxide	AHR act
CC(C)N(C(=S)Nc1cccnc1)c1ccccc1	97	107	6	1	3	94	96	2
CCN(CC)CC(=O)n1c2c(c3ccccc31)CCCC2	101	102	6	3	8	103	110	1
CC(C)OC(=O)/C(=C/c1ccco1)c1ccccc1	103	119	-6	-2	6	93	75	0
COCC(=O)Nc1nnc(SCC(=O)N2C(C)CCCC2C)s1 (stereo unspecified)	99	97	-1	-4	-6	101	103	-1
O=C(O)c1ccc2c(c1)C(=O)N(c1ccc([N+](=O)[O-])cn1)C2=O	99	95	19	2	1	110	113	2
Cc1nn(-c2ccc(Cl)cc2)c(N)c1C(O)(CSc1nccn1C)C(F)(F)F (stereo unspecified)	100	97	8	2	2	101	93	48*
Nc1c(C(=O)C2CC2)sc2nc3c(cc12)CCC3	93	120	-13	-25	-23	100	106	12
O=C(COC(=O)Cn1cnc2ccccc2c1=O)Nc1ccccc1Sc1ccc(Cl)cc1	98	107	-1	-9	7	108	95	3
CCCCn1c(N)c(N(CC)C(=O)c2cnc(C)cn2)c(=O)[nH]c1=O	95	93	2	5	9	93	86	-2
CCCN(CCC)CCCNC(=O)c1cc2cc3ccc(OC)cc3nc2o1	104	94	126	4	-4	105	98	11
COC(=O)c1ccc(-n2c(C)cc(/C=N/n3cnnc3)c2C)cc1	101	97	3	4	-2	98	90	1
CCCC/C(O)=C1\C(=O)CCCC1=NCCc1c(C)[nH]c2ccc(OC)cc12	97	100	2	4	1	108	90	8
Cc1ccc(-c2cc(C(=O)Nc3ccc(S(=O)(=O)Nc4nc(C)cc(C)n4)cc3)c3ccccc3n2)cc1	99	102	-4	-6	-2	111	95	-2
COc1ccc(-c2cn[nH]c2C)cc1	94	100	-4	0	1	95	85	2
O=C(OCc1c(F)cccc1Cl)c1cnccn1	100	94	6	4	-12	99	99	0
CC(C)CN(C(=O)COC(=O)Cc1cccc2ccccc12)c1c(N)n(Cc2ccccc2)c(=O)[nH]c1=O	103	105	0	5	14	99	92	1
O=C(CCN1CCOCC1)NC1CCCN(Cc2ccccc2F)C1 (stereo unspecified)	98	74	1	4	-5	88	101	-1
Cc1c(C(=O)NCCn2ccc3ccccc32)cccc1[N+](=O)[O-]	91	91	10	7	3	92	123	3
COc1ccccc1NC(=O)NNC(=O)CCc1ccccc1	110	85	0	0	-2	101	108	9
COc1ccc(NS(=O)(=O)c2cccc(C(=O)N3CCN(Cc4ccc5c(c4)OCO5)CC3)c2)cc1	99	108	6	-8	-2	100	116	10
CC(=O)N(c1nc(CCl)cs1)c1ccc(C)cc1C	99	109	3	0	0	114	104	0
CCOc1ccc2oc(C(=O)N3CC(C)OC(C)C3)c(C)c2c1 (stereo unspecified)	98	74	12	3	5	97	103	7
COC(=O)CC1C(=O)NCCN1C(=O)c1cc(OC)c(OC)cc1OC (stereo unspecified)	109	96	6	-6	8	91	111	-1
O=C(CN(C(=O)c1csnn1)c1ccc(Br)cc1)NC1CCCC1	101	105	5	-2	-4	103	93	0
c1ccc(-c2nnc(N3CCN(c4ccccn4)CC3)c3ccccc23)cc1	98	99	4	-2	11	101	85	0
CCNC(=O)COC(=O)c1ccc(S(=O)(=O)N2CCCCCC2)cc1	103	100	0	-9	5	100	97	-1
COCCN(CC(=O)Nc1cccc(C)c1C)C(=O)Cc1ccsc1	98	101	i	-5	11	98	102	3
COC(=O)c1ccccc1NC(=O)C1CCCN(S(C)(=O)=O)C1 (stereo unspecified)	95	97	-1	-11	10	99	100	-1
COC(=O)c1ccc(CSc2nnc(-c3c[nH]c4ccccc34)n2-c2ccccc2)cc1	99	100	-4	-2	4	101	115	3
CCCNC(=O)CN(c1cccc(F)c1)S(C)(=O)=O	101	93	12	2	-7	102	88	-2
O=C1C(=O)N(C2CCCC2)C(=O)N1Cc1c(F)cccc1Cl	97	94	3	9	-1	100	98	1
Cc1cccc(C(=O)NNC(=O)c2ccccc2)c1	100	87	-8	4	-9	100	100	1
CC12CN3CCN(CC(C3)/C1=N\N=C1/C3CN4CCN(C3)CC1(C)C4)C2	98	90	1	2	5	102	94	2
COc1ccc(CCNC(=O)CN(Cc2ccc(Cl)cc2)S(C)(=O)=O)cc1	98	94	-8	x	x	108	106	x
CCOC(=O)N1CCN(Cc2nc3cc(NC(=O)CC)ccc3n2CC)CC1	104	97	3	-9	-6	107	114	1
CC1=C(C(=O)Nc2cccc([N+](=O)[O-])c2)C2(CCC(C)CC2)OC1=O (stereo unspecified)	94	96	-3	1	5	92	113	-1
NC(=O)c1coc(-c2ccccc2)n1	95	105	-9	7	5	89	98	5
CC(=O)/C(N=Nc1ccc2c(c1)OCO2)=C(\C)O	103	107	6	-8	-8	108	107	112*
C[C@H](NC(=O)C1CCN(S(=O)(=O)c2ccccc2)CC1)C(=O)NCc1cccc(C(F)(F)F)c1	108	96	6	-2	2	115	98	0
COc1ccc(C(=O)NC(=S)N2CC(C)OC(C)C2)cc1OC (stereo unspecified)	103	101	-3	-6	0	92	99	1

Complete entries from above. Screens in order: RPL19A-GFP yeast	LAP4-GFP MLPCN	GASC-1 inh	procasp3 activ	proCasp7 act	MEP2 TOR yeast	Yeast superoxide	AHR act
`COc1ccc(C(=O)NC(=S)N2CC(C)OC(C)C2)cc1OC` (stereo unspecified) reads 103	101	-3	-6	0	92	99	1
`NC(=O)c1coc(-c2ccccc2)n1` reads 95	105	-9	7	5	89	98	5

(further entries)
SMILES	RPL19A-GFP yeast	LAP4-GFP MLPCN	GASC-1 inh	procasp3 activ	proCasp7 act	MEP2 TOR yeast	Yeast superoxide	AHR act
COC(=O)c1ccc(C(=O)OC)c(NC(=S)N2CCN(c3cccc(Cl)c3)CC2)c1	100	103	-8	4	-8	93	112	-1
CCNc1nc(C)cc(COC)c1C#N	97	94	12	-4	-6	92	106	2
Cc1ccc(N2C(=O)NC(NS(=O)(=O)c3ccc(C)cc3)(C(F)(F)F)C2=O)cc1 (stereo unspecified)	105	102	-7	6	4	103	102	-2
O=C(Nc1ncc(Cc2ccc(SC(F)F)cc2)s1)c1ccc(OC(F)F)cc1	x	x	4	6	15	x	107	-7
Cc1c(C(c2ccc(C(=O)O)cc2)c2c(C)n(C)n(-c3ccccc3)c2=O)c(=O)n(-c2ccccc2)n1C	105	94	3	-4	-9	100	99	1
Cc1nc(Nc2ccc(S(N)(=O)=O)cc2)oc1C	92	95	15	-3	6	89	88	-2
Cc1cc(C)nc(NS(=O)(=O)c2ccc(NC(=O)c3snnc3C)cc2)n1	112	111	-4	7	0	112	74	1
COc1cccc(N2CCN(c3ccc4nnc(CCC(=O)N5CCN(C)CC5)n4n3)CC2)c1	105	104	-3	5	11	113	83	1
COC(=O)Nc1nnc(Cc2ccc(OC)cc2)s1	98	89	8	-8	2	97	90	3
CCn1c(CC(=O)Nc2ccccc2C)nnc1SCC(=O)Nc1nncs1	97	90	-5	1	1	101	99	-1
CC(C)NCC(O)COCCOc1ccc(C(C)(C)C)cc1 (stereo unspecified)	98	82	-4	-5	0	92	94	-4
CCOc1cc(C2NC(=O)c3ccccc3O2)ccc1OC (stereo unspecified)	103	88	-1	2	4	113	101	3
COc1cccc(-c2nc(CS(=O)(=O)CC(=O)Nc3cccc(C)c3C)c(C)o2)c1	106	103	8	9	4	97	109	1
CS(=O)(=O)c1ccccc1-c1nc(-c2cccc(Cl)c2)no1	96	100	2	-2	2	95	94	1
O=C1c2ccc3c4c(ccc(c24)C(=O)N1c1cccc(O)c1)CC3	98	105	2	-1	6	107	102	-2
CC/C(=N/O)C(=O)c1ccc(Br)cc1	98	108	12	8	2	97	81	-5
O=C(O)c1cccc(S(=O)(=O)NNc2ccccc2C(F)(F)F)c1	99	97	8	-4	-2	95	120	1
COc1ccc(NC(=O)C2CCN(c3cc(C)nc(-c4ccccc4)n3)CC2)cc1	94	83	-8	3	-3	95	109	0
CCC(=O)OCC(=O)Nc1ncc(C(F)(F)F)cc1Cl	94	108	3	11	12	96	84	1
Cc1nc2sc(C(N)=O)c(N)c2c(C)c1CC(=O)c1ccccc1	96	94	1	9	5	107	87	8
COc1ccc(NC(=O)CCNS(=O)(=O)c2cccc3nsnc23)cc1	99	98	9	-2	3	103	83	4
CCN(CC)S(=O)(=O)c1ccc(C(=O)NCCCN=C2NS(=O)(=O)c3ccccc32)cc1	85	91	-3	-1	13	91	92	4
COC(=O)c1ccc(NC(=O)CCOc2ccccc2)cc1	108	104	-27	-3	-3	106	93	1

Screening data as filed in PubChem BioAssay.
